TDP1 cell CPT: qHTS for Inhibitors of human tyrosyl-DNA phosphodiesterase 1 (TDP1): qHTS in cells in presence of CPT; chicken DT40 Tdp1-/-;hTDP1 cells + 20 nM CPT, ATP luminescence, 48 h; Potency, µM (highest dose often 46.2 µM), for the others: at the highest dose activity change, negative = growth inhibition, usual class: inhibitors; AID 686979, 2013; hit rate 12% among 420,000; also: nearly all actives have a fitted effect of over 55% in size
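Chicken DT40 Tdp1-/- cells complemented with human TDP1, 400 cells/well, exposed to compounds plus 20 nM camptothecin for at least 48 h at 37 C; viability read as ATP content by CellTiter-Glo luminescence.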
TDP1 block: qHTS Assay for Inhibitors of Tyrosyl-DNA Phosphodiesterase (TDP1); AID 485290, 2010; recombinant TDP1, AlphaScreen DNA substrate cleavage; Potency, µM (doses to about 130 µM), without a hit: top-dose activity change, negative = inhibition, hits mostly inhibitors; Tyrosyl-DNA phosphodiesterase 1 (Homo sapiens), Q9NUW8; hit rate 0.28% among 350,000; also: nearly all actives have a fitted effect of over 40% in size
Target sequence (Q9NUW8 whole entry, looked up): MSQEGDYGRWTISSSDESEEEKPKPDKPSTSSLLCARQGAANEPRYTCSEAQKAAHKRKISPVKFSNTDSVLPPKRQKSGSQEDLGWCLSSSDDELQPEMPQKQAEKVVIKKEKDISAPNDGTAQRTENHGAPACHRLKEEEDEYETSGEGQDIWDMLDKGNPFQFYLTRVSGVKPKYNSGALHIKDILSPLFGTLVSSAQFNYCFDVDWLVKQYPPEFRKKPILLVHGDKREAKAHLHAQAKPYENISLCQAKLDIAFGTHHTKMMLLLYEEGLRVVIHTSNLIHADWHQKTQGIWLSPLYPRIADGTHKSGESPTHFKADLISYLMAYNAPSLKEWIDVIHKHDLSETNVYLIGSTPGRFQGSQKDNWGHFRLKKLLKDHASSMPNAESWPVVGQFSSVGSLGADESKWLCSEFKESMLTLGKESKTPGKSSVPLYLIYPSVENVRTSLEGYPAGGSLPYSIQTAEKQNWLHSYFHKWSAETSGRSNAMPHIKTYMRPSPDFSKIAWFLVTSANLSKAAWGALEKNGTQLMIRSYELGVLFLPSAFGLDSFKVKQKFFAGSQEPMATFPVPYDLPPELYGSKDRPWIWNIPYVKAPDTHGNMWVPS
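Tdp1 1 nM final; 15 min RT w/ cpd; substrate 15 nM, 5 min; beads 10 ug/ml, 10 min; AlphaScreen read. Neg ctrl: no enzyme.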
DT40 TDP1 no CPT: qHTS for Inhibitors of human tyrosyl-DNA phosphodiesterase 1 (TDP1): qHTS in cells in absence of CPT; DT40 Tdp1-/- hTDP1 cells, no CPT, ATP luminescence, 48 h; hit rate 15% among 420,000; AID 686978, 2013; Potency, µM (doses to about 46.2 µM), for inactives: top-dose activity change, negative = growth inhibition, actives largely listed as inhibitors; also: nearly all actives have a fitted effect of over 55% in size
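No-CPT arm: Tdp1-/-;hTDP1 DT40 cells (400/well) plus compounds, incubated ≥48 hr at 37 °C. Readout CellTiter-Glo luminescence.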
Starred values were filed as active, the others as inactive; ? = inconclusive; . = not tested or not shown; & = joins results of further samples; [ ] = another dose, or the depositor's remark. Calls follow the shape of the dose curve; as a rule, active = well fitted curve in the direction sought with a large enough effect; inconclusive = small, poorly fitted or top-dose-only effect, or another doubt; inactive = no such curve, though single readings can be large; an effect the other way counts as inactive or inconclusive. % is scaled to controls: 0 for no effect and ±100 for the full control effect; potency is read from the fitted curve at half-maximal effect.

| structure | TDP1 cell CPT | TDP1 block | DT40 TDP1 no CPT |
| --- | --- | --- | --- |
| Cc1ccc(C)c(S(=O)(=O)N2CCN(CC(=O)Nc3ccc4c(c3)CCC4)CC2)c1 | ? | 3% | ? |
| CC(=O)N1CCN(C(=O)COC(=O)CNC(=O)c2ccccc2C)CC1 | 20% | 0% | -1% |
| CC1CCN(S(=O)(=O)c2ccc(N/N=C(/C#N)C(N)=O)cc2)CC1 | -29% | 5% | ? |
| O=C1C2CSCN2C(=O)CN1CCCN1CCN(C(c2ccccc2)c2ccccc2)CC1 (stereo not given) | ? | 5% | ? |
| O=C(NC(=S)Nc1ncccn1)c1ccccc1Cl | 10% | -2% | -6% |
| Cc1ccc(O)c(NC(=O)c2cccc(NC(=O)c3ccco3)c2)c1 | ? | 5% | 23µM* |
| O=C(NC1CCCCCC1)c1[nH]c(C(F)(F)F)nc1-c1ccccc1 | -27% | . | ? |
| N#C/C(=C(\O)c1cc(Cl)sc1Cl)c1nc2ccccc2[nH]1 | ? | -7% | ? |
| COc1ccccc1N(CC(=O)NC1CCCC1)C(=O)C1(C)CC(=O)N=C2C=CC(C)=CN21 (stereo not given) | 0% | . | -27% |
| CN(C)C(=O)c1ccc(NC(=O)COc2cccc3c2OC(C)(C)C3)cc1 | -5% | -1% | ? |
| Cc1cc(-c2ccc(S(=O)(=O)N(C)Cc3ccccc3)cc2)on1 | -6% | 5% | -5% |
| Cc1ccc(NC(=O)CSc2nnc(-c3ccccn3)n2N)cc1F | 4% | 2% | -10% |
| CC(=O)NS(=O)(=O)c1ccc(NC(=S)NC(=O)CC(C)C)cc1 | 4% | 2% | 12% |
| COc1cc(/C=N/n2nnnc2N)ccc1OC(C)C | 22% | . | 10% |
| COCCN1C(=O)C(=O)/C(=C(/O)c2ccc(S(=O)(=O)N3CCOCC3)cc2)C1c1cccc(Cl)c1 (stereo not given) | -2% | 0% | 0% |
| CC(C)N1CCC(N2CCN(CCCc3ccccc3)CC2CCO)CC1 (stereo not given) | -2% | 1% | ? |
| Cc1ccc(NC(=O)CCC(=O)NNC(=O)c2ccco2)c(C)c1 | -13% | 6% | -9% |
| O=C(Nc1ccc(S(=O)(=O)N2CCOCC2)cc1)c1ccccc1 | -1% | . | -22% |
| COC(=O)[C@@]12C[C@@H](CC(=O)N3CCSCC3)C(=O)N(Cc3ccco3)C1=CCC(C)(C)C2 | -1% | . | ? |
| O=C(OCC1OC(n2ccc(=O)[nH]c2=O)C2OC12)c1ccccc1 (stereo not given) | 2% | . | -2% |
| Fc1ccc(OCCn2cnc(Cl)c2Cl)cc1 | -1% | -1% | -2% |
| CC(C)[C@@H]1CC2=C(C(=O)OC(C)(C)O2)[C@H](CCc2ccccc2)O1 | ? | . | ? |
| COc1cccc(CN(C)CC(=O)NC(=O)NCc2ccccc2)c1 | -7% | -2% | -26% |
| CCc1ccccc1NC(=O)Cn1c(=O)n(C(C)C)c(=O)c2oc3ccccc3c21 | -22% | 3% | ? |
| COc1ccc(N2C(=O)CSC2c2ccccc2F)c(OC)c1 (stereo not given) | -20% | . | -35% |

The listing continues.
| structure | TDP1 cell CPT | TDP1 block | DT40 TDP1 no CPT |
| --- | --- | --- | --- |
| CC(=O)c1ccc(NC(=O)C2CC(c3ccc(F)cc3)=NO2)cc1 (stereo not given) | -19% | -2% | -8% |
| Cc1nn(-c2cc(N3CCCCCC3)ccc2[N+](=O)[O-])c(=O)c2ccccc12 | -28% | 4% | -28% |
| CC1CCN(C(=O)c2cccc(S(=O)(=O)N3CCCCC3)c2)CC1 | -29% | 3% | ? |
| COC(=O)c1ccc(N(C(=O)CNC(=O)c2ccco2)C(C(=O)NC2CCCC2)c2ccco2)cc1 (stereo not given) | ? | 0% | 23µM* |
| O=C(O)CSc1nc2c(c(C(F)(F)F)n1)CCCC2 | 5%&13% | 6%&-1% | 12%&5% |
| O=S(=O)(NCCc1ccccc1)c1ccc(F)cc1Br | 1% | 0%[56.1 µM] | -8% |
| COc1cccc(CN2CC(C(=O)NCCc3cn4cccnc4n3)CCC2=O)c1 (stereo not given) | -3% | . | -17% |
| C=CCn1c(-c2cc(-c3ccccc3)sc2N)n[nH]c1=S | 11% | 11% | ? |
| CCn1c(CC(=O)Nc2ccc(C)cc2)nnc1SCC(=O)N1CCN(c2ccccc2)CC1 | -23% | -2% | ? |
| O=C(COc1ccc(S(=O)(=O)N2CCOCC2)cc1)Nc1ccccc1C(F)(F)F | -2% | 1% | -29% |
| Cc1ccc(OCc2cc(=O)n3cc(C)sc3n2)c(C)c1 | -1% | -1% | 12% |
| Cc1cccc(C(=O)N2CCCC(Nc3ccc(C)c(C)c3)C2)n1 (stereo not given) | 0% | 4% | 5% |
| CCOC(=O)C1(Cc2cccc(OC)c2)CCCN(C(=O)CNC(C)=O)C1 (stereo not given) | 0% | . | -4% |
| CCOC(=O)C1(CCOc2ccccc2)CCN(CC2CC2)CC1 | 8% | . | -10% |
| O=C(NC1CCc2ccccc21)c1cc(COc2ccc(F)cc2F)on1 (stereo not given) | ? | -13% | ? |
| O=C1C=C(c2ccccc2)C(c2ccccc2)C1 (stereo not given) | 2% | . | -10% |
| Cc1cc(C(=O)COC(=O)CN(C)S(=O)(=O)c2ccc(Cl)cc2)c(C)n1CC1CCCO1 (stereo not given) | -5% | 9% | -14% |
| COc1cccc(NC(=O)C(c2ccccc2)N2CCCC2)c1 (stereo not given) | -1% | 2% | 1% |
| O=[N+]([O-])c1ccc(CSc2nnc(SCc3ccc(Cl)cc3)s2)cc1 | ? | 5% | ? |
| Cc1ccc(Cl)c(NC(=O)CN(C)CC(=O)Nc2ccc(F)c(F)c2F)c1Cl | -27% | 3% | ? |
| COc1ccc(C(CC(=O)Nc2cccc(C)c2C)N2Cc3ccccc3C2=O)cc1 (stereo not given) | 13µM* | 0% | 16µM* |
| CC(=O)Nc1ccc2c(c1)[nH]c(=O)c1ccccc12 | 0.82µM* | . | ? |
| CCOC(=O)C(CC(=O)Nc1nc(C(C)=O)c(C)s1)C(C)c1ccccc1 (stereo not given) | 6% | . | ? |
| O=C(NCCNC(=O)c1ccccn1)c1cccc(F)c1 | -8% | 4%[0.0935 µM] | -1% |
| COc1cccc(-c2nnc3sc(C4CCCCC4)nn23)c1 | 18µM* | 4% | 21µM* |

(continued)
| structure | TDP1 cell CPT | TDP1 block | DT40 TDP1 no CPT |
| --- | --- | --- | --- |
| O=C(CSc1ccc2nnc(CCNC(=O)c3ccccc3)n2n1)NCc1ccc(F)cc1 | -13% | 6% | -9% |
| O=C(C1CCN(C2CC(=O)N(c3ccc(F)cc3)C2=O)CC1)N1CCOCC1 (stereo not given) | ? | -5% | -23% |
| O=C(CSc1nnc(NC(=O)c2ccccc2[N+](=O)[O-])s1)NCC1CCCO1 (stereo not given) | -16% | 1% | ? |
| Cc1ccc(C(=O)CSc2nc(N)cc(=O)[nH]2)cc1 | -6% | 0% | -7% |
| Cc1ccc(S(=O)(=O)N2CCN(C(=O)COC(=O)c3ccc(Br)o3)CC2)c(C)c1 | 13% | . | -5% |
| Cc1ccc(-n2ncc3c(N4CCC(Cc5ccccc5)CC4)ncnc32)cc1C | ? | 8% | ? |
| O=C(O)Cc1ccc2oc(-c3ccccn3)nc2c1 | -10% | . | 8% |
| CC(C)CC(=O)N1CCN(Cc2cccc(Cl)c2)CC1 | -20% | 6% | -16% |
| Cc1ccc(C(=O)N2CCC3(CC2)NCCc2[nH]cnc23)cc1C | -2% | 0% | 1% |
| O=C(C[C@H]1CC[C@H]2[C@@H](COC[C@H](O)CN2Cc2ccccc2)O1)NCCCN1CCOCC1 | 13% | . | 7% |
| O=C(c1cccc(Br)c1)N1CCN(C(=O)N2CCCCC2)CC1 | -9% | 2% | -17% |
| COc1ccc(C)cc1NC(=O)c1ccccc1NS(=O)(=O)c1cccc2cccnc12 | -2% | 1% | -12% |
| CC(=O)c1cc(C#N)c(NCCCN(C)C)nc1C | 5% | -8% | -1% |
| CCOc1cc2c(cc1OCC)C(c1ccc(O)c(OC)c1)NCC2 (stereo not given) | -2% | . | -8% |
| CCC(=O)Nc1ccc(OCc2nc3ccccc3s2)cc1 | 2% | 3% | -24% |
| O=C(CSc1nnnn1-c1ccc(Cl)c(C(=O)O)c1)NC(c1ccccc1)c1ccccc1 | -2% | . | -13% |
| CC(=O)c1c(C)[nH]c(C(=O)OCc2csc(CC(=O)Nc3ccccc3C)n2)c1C | 18µM* | 1% | 9.2µM* |
| Cc1cccn2c(=O)c(C(=O)N3CCN(c4ccc(Cl)cc4)CC3)cnc12 | ? | 4% | ? |
| CC1CCN(CCCNC(=O)c2cc3c(s2)-c2ccccc2OC3)CC1 | ? | 3% | ? |
| CCC(C)(C)NC(=O)C(c1ccco1)N(C(=O)Cn1nnc2ccccc21)c1ccc2c(c1)OCO2 (stereo not given) | 6% | 3% | -10% |
| COc1cccc(NC(=O)COc2ccccc2C(=O)Nc2ccccc2)c1 | ? | . | ? |
| CCN1CCN(c2ccc([N+](=O)[O-])c(Sc3nc4ccccc4[nH]3)c2)CC1 | ? | -3% | ? |
| COc1cccc(NC(=O)C2CCN(S(=O)(=O)c3ccc4c(c3)OCCO4)CC2)c1 | ? | 2% | ? |
| Clc1cccc(CNc2ccn3nc(-c4ccco4)cc3n2)c1 | 2% | . | -15% |
| Cc1cc(=O)[nH]c(SCc2cccc3ccccc23)n1 | -1% | . | -26% |

The listing continues.
| structure | TDP1 cell CPT | TDP1 block | DT40 TDP1 no CPT |
| --- | --- | --- | --- |
| O=C(COc1ccc2c(-c3ccccc3)cc(=O)oc2c1)NCc1cccs1 | -14% | 4% | -28% |
| COc1ccc(CNC(=O)Cn2ncn3nc(-c4cccs4)cc3c2=O)cc1 | ? | 3% | ? |
| CCCCS(=O)c1c(O)c2ccccc2[nH]c1=O (stereo not given) | 10% | 8% | -4% |
| CCCCCn1c(N2CCN(Cc3ccccc3)CC2)nc2c1c(=O)[nH]c(=O)n2C | ? | 1% | ? |
| CC(=O)N/C(=N\OCc1ccc(Br)cc1)c1nonc1NC(C)=O | -1% | 0% | -8% |
| O=[N+]([O-])c1ccccc1/C=N/n1c(C(F)(F)F)n[nH]c1=S | 0% | 3% | -4% |
| CCc1nc2oc3cc(OC)ccc3c(=O)c2c(=O)n1-c1ccccc1 | 0% | 2% | -28% |
| CC1(C(=O)N/N=C/c2ccccc2)CC1(Br)Br (stereo not given) | -16% | 6% | ? |
| O=C(O)c1sc2cccc(Cl)c2c1Cl | 2% | -3% | -11% |
| O=C(CC1SC(N2CCOCC2)=NC1=O)Nc1ccc(Cl)cc1 (stereo not given) | -17% | -3% | -26% |
| O=C(c1ccccc1)c1coc2c1C(=O)c1ccccc1C2=O | ? | 11% | ? |
| Cc1c(OCC(F)(F)F)ccnc1CSc1nc2ccccc2[nH]1 | ? | 5% | 23µM* |

Gathered by group: the entries above containing a Cl atom.
| structure | TDP1 cell CPT | TDP1 block | DT40 TDP1 no CPT |
| --- | --- | --- | --- |
| O=C(NC(=S)Nc1ncccn1)c1ccccc1Cl | 10% | -2% | -6% |
| N#C/C(=C(\O)c1cc(Cl)sc1Cl)c1nc2ccccc2[nH]1 | ? | -7% | ? |
| COCCN1C(=O)C(=O)/C(=C(/O)c2ccc(S(=O)(=O)N3CCOCC3)cc2)C1c1cccc(Cl)c1 (stereo not given) | -2% | 0% | 0% |
| Fc1ccc(OCCn2cnc(Cl)c2Cl)cc1 | -1% | -1% | -2% |
| Cc1cc(C(=O)COC(=O)CN(C)S(=O)(=O)c2ccc(Cl)cc2)c(C)n1CC1CCCO1 (stereo not given) | -5% | 9% | -14% |
| O=[N+]([O-])c1ccc(CSc2nnc(SCc3ccc(Cl)cc3)s2)cc1 | ? | 5% | ? |
| Cc1ccc(Cl)c(NC(=O)CN(C)CC(=O)Nc2ccc(F)c(F)c2F)c1Cl | -27% | 3% | ? |
| CC(C)CC(=O)N1CCN(Cc2cccc(Cl)c2)CC1 | -20% | 6% | -16% |
| O=C(CSc1nnnn1-c1ccc(Cl)c(C(=O)O)c1)NC(c1ccccc1)c1ccccc1 | -2% | . | -13% |
| Cc1cccn2c(=O)c(C(=O)N3CCN(c4ccc(Cl)cc4)CC3)cnc12 | ? | 4% | ? |
| Clc1cccc(CNc2ccn3nc(-c4ccco4)cc3n2)c1 | 2% | . | -15% |
| O=C(O)c1sc2cccc(Cl)c2c1Cl | 2% | -3% | -11% |
| O=C(CC1SC(N2CCOCC2)=NC1=O)Nc1ccc(Cl)cc1 (stereo not given) | -17% | -3% | -26% |
